# bCat nuc transl: alters nuclear translocation of beta-catenin in HeLa cells | AID 1665 | actives 0.3% (n = 190,000) | nuclear translocation activity, % at 5 µM | immunofluorescence imaging;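 active means nuclear translocation activity above 50% at 5 µM, with a well cell count of 50 or more; inconclusive means wells under 50 cells across six images, flagged as toxic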;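 further: per-cell ratio of nuclear to cytoplasmic median beta-catenin stain intensity; plate controls were DMSO negative control for no effect and GSK-3 inhibitor IX positive control for full effect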
#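 Technique: fluorescence imaging of beta-catenin antibody stain plus DAPI / Material: human HeLa cell line / Incubation: compound treatment 24 h, 37°C, 5% CO2 / Read-out basis: % activation of per-cell nuclear versus cytoplasmic median beta-catenin signal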
# WT yeast gro inh: growth inhibition of WT yeast, mitochondrial fusion screen | mitochondrial fusion phenotypic screen, WT strain | inhibition, % at 10 µM | actives 2.1% (n = 190,000) | AID 1362; in the data active means inhibition above about 58%; tested in S. cerevisiae
# T cell modulator: T cell immune modulators affecting CD8 T cell-vesicle binding. calls only at 7 µM. actives 0.068% (n = 330,000). AID 2052. 2C CD8+ T cell-vesicle binding, flow cytometry; stronger effect = lower value;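 active means response, share of CD8 T cells binding vesicles, and their 90th percentile fluorescence all below set limits, cut at about 80% in these data, passing the limit was not always enough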
#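 Material: 2C TCR transgenic mouse naive CD8+ T cells, MACS-purified. Also added: QL9-charged Drosophila Ld/ICAM-1/B7-1 vesicles. Timing: binding 1.5 h at 37 °C. Measured by: high-throughput flow cytometry with anti-B7-1 and anti-CD8 staining. Read-out: percent CD8+ FL2 mean versus row control. Controls: Unloaded micro-vesicles (low), QL9 vesicles with 0.7% DMSO (high).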
# Autophagy mod: modulators of autophagy. actives 0.98% (n = 190,000). AID 463193. calls only at 10 µM (by protocol). MEF GFP-LC3 puncta imaging; test concentration mostly 10 µM;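 active means percentage of spot-positive cells more than 3 SD above its plate mean, without a fluorescence outlier flag or 80% toxicity; inconclusive means no clear call, values can overlap the other calls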;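 further: spot-positive cell cutoff set from DMSO-treated cells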
# Myeloid diff 2: myeloid differentiation induction | ER-HoxA9 myeloid progenitors, lysozyme-GFP differentiation, flow cytometry | calls only at 10 µM | actives 1% (n = 360,000) | AID 624256;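 active means normalized GFP-positive differentiation at or above the plate's own cutoff, the solvent-only control mean plus 3 SD; inconclusive means no clear call, values can overlap the other calls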;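 further: cells exposed to compound for four days before flow analysis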
# MT stabilize HCS: microtubule stabilizers in HeLa cells. % tubulin-high responders, % at 10 µM. HeLa tubulin immunostaining HCS, 24 h; share of cells brighter than vehicle mean+2SD. actives 0.83% (n = 200,000);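 active means plate Z-score above 3 for both tubulin-high and condensed-nucleus cell shares, with cell loss under 80%, at 10 µM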;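 further: anti alpha tubulin signal scored within the nucleus-defined area of each cell; some results filed as inactive read as strong as hits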
# Lipid droplet: hepatic lipid droplet formation modulation; AID 1656; inhibition, % at 6.5 µM; AML12 mouse hepatocytes, oleate lipid droplets, BODIPY imaging; actives 0.4% (n = 240,000);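 active means lipid droplet intensity inhibited by at least 50%, with more than 500 cells counted; inconclusive means wells with under 300 cells, treated as cytotoxic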
#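 System: AML12 hepatocytes (mouse). Probe or stimulus: oleic acid at 100 µM to induce lipid droplet formation. Times: overnight treatment with compound plus oleate. Detection: Image-based BODIPY and DAPI two-channel analysis. Evaluation: percent inhibition of filter-corrected integrated lipid droplet intensity per well.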
# Insulin prom up: MIN6 insulin promoter up-regulation. MIN6 insulin promoter-GFP reporter, high-content imaging; stronger effect = higher value. z-score at 5 µM. actives 0.3% (n = 190,000). AID 1625;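 active means z-score above 3 at 5 µM with at least 500 cells counted in the well; inconclusive means wells under 500 cells, flagged as cytotoxic or low count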
# West Nile antiviral: inhibition of WNV-induced cytopathic effect – cell-based, CPE readout (AID 1621); West Nile virus-infected cells, CPE inhibition; higher % means a stronger effect; one-dose CPE inhibition, % at 10 µM; IC50 in µM for titrated hits; actives 0.02% (n = 290,000); in the data active means a potency from the dose series; inconclusive means CPE inhibition mostly from about 3.7% at the one dose, without a potency; inactive means the rest, 99 in 100 with CPE inhibition below about 2.2%; further: strong numbers were not always called active
# WT yeast gro inh mutant strain: further read-out of WT yeast gro inh, marked with its call; inhibition, %; mitochondrial fusion phenotypic screen, mutant strain inhibition
# Insulin prom up cell count: also measured in Insulin prom up; calls as there; cell count; measured here: cytotoxicity, nuclei count;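 total cells summed across four imaged fields per well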
# Lipid droplet cells 6.5 µM: second read-out of Lipid droplet, no call of its own (marks repeat the call); cell count; measured here: cell count, cytotoxicity flag;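 cells counted across two imaged fields per well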
# bCat nuc transl cell count 5 µM: also measured in bCat nuc transl; calls as there; cell count; measured here: cell count, cytotoxicity flag
# T cell modulator vesicle-bound %: further read-out of T cell modulator, marked with its call; double positive events, %; measured here: CD8+ vesicle-bound cell fraction;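 binding gate set so that unloaded-vesicle control wells show 10% double positive cells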
# MT stabilize HCS Hoechst-high %: recorded beside MT stabilize HCS, whose call it bears; % Hoechst-high responders; measured here: nuclear condensation Hoechst responders;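 share of cells brighter than vehicle mean plus two SD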
# MT stabilize HCS cytotoxicity %: second read-out of MT stabilize HCS, no call of its own (marks repeat the call); toxicity, %; measured here: cytotoxicity by cell density;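 0% = mean cell density of plate MIN control wells and 100% = no cells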
# Autophagy mod cell loss 18 h: further read-out of Autophagy mod, marked with its call; toxicity, %; measured here: cell loss, nuclei count;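 cell loss after 18 h compound exposure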
# Myeloid diff 2 GFP+ MAC1+ %: recorded beside Myeloid diff 2, whose call it bears; GFP+ MAC1+ double positive, %; measured here: differentiation confirmed by MAC1 staining
# Numbers without * were called inactive; i = inactive; ? = inconclusive; nt = no result given; + = active, no number.
SMILES,bCat nuc transl,bCat nuc transl cell count 5 µM,WT yeast gro inh,WT yeast gro inh mutant strain,T cell modulator,T cell modulator vesicle-bound %,Autophagy mod,Autophagy mod cell loss 18 h,Myeloid diff 2,Myeloid diff 2 GFP+ MAC1+ %,MT stabilize HCS,MT stabilize HCS Hoechst-high %,MT stabilize HCS cytotoxicity %,Lipid droplet,Lipid droplet cells 6.5 µM,Insulin prom up,Insulin prom up cell count,West Nile antiviral
O=C(O)c1ccc2c(c1)SC1=NS(=O)(=O)CCN12,-4.6,1217,nt,nt,i,28,nt,nt,i,0.2,nt,nt,nt,-7,690,0.11,1429,-0.1%
CCCCCCOc1ccc(N2C(=O)CC(N3CCN(C(=O)c4ccco4)CC3)C2=O)cc1 (stereo not drawn),nt,nt,28,14,i,21,i,2,i,0.8,2.7,1.8,5.9,-8,698,0.58,1308,-0.1%
CCCCCC(=O)NNC(=O)Cc1ccc([N+](=O)[O-])cc1,-0.2,1108,-3,-2,i,51,i,-3,i,0.4,4.0,1.4,9.4,-2,727,0.37,1341,0.3%
CC(C)(C)C(=O)O/N=C(\N)c1ccc(-c2csnn2)cc1,1.0,1117,nt,nt,i,42,nt,nt,i,0.2,nt,nt,nt,-1,645,-0.03,1377,-0.2%
Cc1nc2nc(C)c(NS(=O)(=O)c3ccc(Cl)s3)c(=O)n2[nH]1,nt,nt,nt,nt,i,27,nt,nt,i,0.2,nt,nt,nt,9,812,nt,nt,0.2%
CC(O)c1cccc(NC2=CC(=O)CC(C)(C)C2)c1 (stereo not drawn),0.6,1025,12,2,i,21,i,-2,i,0.7,2.9,1.1,7.5,-1,765,-0.36,1291,-0.5%
Cc1oc(-c2cccs2)nc1CN1CCN(Cc2ccc(F)c(F)c2)C(CCO)C1 (stereo not drawn),-2.9,912,15,10,i,6,i,-10,i,0.5,4.1,2.6,2.9,-2,753,-0.17,1392,-1.1%
O=C(c1ccc(Br)o1)N1CCN(C/C=C/c2ccccc2)CC1,0.7,1133,13,-8,i,12,i,-6,i,0.9,5.2,3.0,6.5,-5,795,0.01,1105,-0.5%
O=C(NCCCn1ccnc1)C(=O)c1c[nH]c2ccccc12,5.3,849,-22,-6,i,12,i,-10,i,0.7,2.6,1.9,3.9,0,722,-0.16,1643,-0.1%
O=C(NCc1n[nH]c(=S)n1-c1ccc(Cl)c(Cl)c1)c1ccco1,nt,nt,nt,nt,i,6,nt,nt,i,0.7,nt,nt,nt,0,859,nt,nt,-0.1%
Cc1ccc(S(=O)(=O)c2c(C)nn(C(C)(C)C)c2OC(=O)C(C)C)cc1,0.2,992,24,17,i,37,i,-6,i,0.1,2.7,4.1,11,8,729,0.49,1208,0.0%
Cc1ccccc1NC(=O)/C(C#N)=C/c1ccc[nH]1,nt,nt,nt,nt,i,54,nt,nt,i,0.9,nt,nt,nt,-24,760,nt,nt,-0.4%
COC(=O)N/N=C/c1cccc(OCCSc2ccc(Cl)cc2)c1,2.2,477,52,17,i,38,i,-7,i,0.6,0.9,2.5,15,15,734,-0.05,1216,0.3%
CCOC(=O)c1cnc(SC)nc1Sc1ccccc1,0.1,992,24,10,i,52,i,0,i,0.9,1.3,1.0,8.1,-1,854,0.74,925,0.9%
COC(=O)c1sccc1NC(=O)Nc1ccccc1OC,nt,nt,nt,nt,i,6,nt,nt,i,0.5,nt,nt,nt,-17,801,nt,nt,-0.2%
Nc1nnc(SCC(=O)OCC(=O)Nc2ccc(Br)cc2)s1,-3.2,1165,1,-1,i,35,i,4,i,0.2,2.1,3.2,10,-13,555,0.7,1590,0.0%
O=C(O/N=C1/CCSc2ccccc21)c1ccccc1,0.1,1426,28,2,i,5,i,3,i,0.6,1.8,2.2,3.6,nt,nt,0.19,1481,-0.3%
O=C(N/N=C/C(Br)=C/c1ccccc1)c1n[nH]c2c1CCC2,161*,587*,50,50,i,18,+,70*,?,nt,20,53,35,?,nt,?,nt,-1.2%
Cn1c(N/N=C2\CCCc3ccccc32)nc2c1c(=O)n(Cc1ccc(F)cc1)c(=O)n2C,-0.1,1042,7,-11,nt,nt,i,-7,i,0.4,14,7.4,26,1,608,-0.66,1188,-0.7%
COC(=O)C1CCN(C(=O)Cc2ccc(Br)cc2)CC1,nt,nt,1,1,i,17,i,5,i,1.5,2.3,2.7,28,-3,741,nt,nt,-0.4%
Cc1ccc(NC(=S)NNC(=O)c2ccc(N3CCOCC3)c([N+](=O)[O-])c2)cc1Cl,-0.3,1064,-19,-12,i,63,i,-5,i,0.5,1.3,1.8,7.8,27,723,-0.37,1531,-0.7%
Cc1ccc(-c2c[n+](Cc3ccc(Cl)c(Cl)c3)c3n2CCC3)cc1,-0.4,916,-8,-2,i,39,i,21,i,0.9,4.7,2.6,4.5,-17,603,?,nt,nt
Clc1ccc(-c2ccc(CN3CCCCC3)o2)cc1,nt,nt,nt,nt,i,34,nt,nt,i,0.3,nt,nt,nt,-2,804,nt,nt,-0.7%
CCOC(=O)c1ccc(NC(=O)CC2SCCNC2=O)cc1 (stereo not drawn),-2.7,896,7,0,i,24,i,67,i,0.6,2.1,1.6,10,nt,nt,0.42,1246,0.5%
O=C(OCc1nnc(-c2ccccc2)o1)c1ccc2c(c1)OCO2,-1.8,821,2,-11,i,17,nt,nt,i,1.0,2.3,3.0,13,nt,nt,0.78,1245,1.1%
NC(=O)N(CCC(=O)O)c1ccccc1,-1.5,910,-4,-2,i,34,i,-12,i,0.5,2.7,3.4,5.0,8,631,nt,nt,0.2%
N#Cc1nc(-c2ccc([N+](=O)[O-])cc2)oc1N1CCCCC1,nt,nt,nt,nt,i,29,nt,nt,i,0.6,nt,nt,nt,11,878,nt,nt,-0.9%
Cc1ccccc1C(=O)NC1CCN(CC(=O)NCc2cccs2)CC1,-0.1,1030,-12,-13,i,27,i,5,i,0.5,2.7,1.7,8.3,2,715,1.1,1272,0.0%
CC(=O)Nc1ccc(CN2CCCCCC2)cc1,nt,nt,nt,nt,i,51,nt,nt,i,0.3,nt,nt,nt,-4,800,nt,nt,0.2%
COc1cccc(NC(=O)CC2(CC(=O)O)CCCC2)c1,-5.9,1177,-3,-18,i,28,i,37,i,2.0,1.6,2.3,14,2,770,0.22,1217,0.9%
Oc1ccc(/C=N\Nc2cc(N3CCOCC3)nc(N3CCOCC3)n2)c(O)c1,-5.5,553,-13,15,i,44,i,7,i,0.6,2.7,3.4,6.1,40,592,-0.35,1193,0.5%
COC(=O)C(C)C1Sc2ccccc2NC1=O (stereo not drawn),-0.7,977,12,16,i,36,i,-5,i,2.1,2.7,1.4,3.2,-12,596,-0.73,1737,0.3%
CC(=O)N(CC(=O)O)c1ccccc1,-3.7,581,-10,-26,i,21,i,3,i,0.7,4.5,2.5,7.0,0,638,0.15,1225,0.1%
C=CCOc1cccc(C2C(C(=O)c3ccco3)=C(O)C(=O)N2CCN(CC)CC)c1 (stereo not drawn),-0.4,1208,9,2,i,65,i,10,i,0.7,4.3,1.5,5.8,nt,nt,nt,nt,0.0%
CCOC(=O)c1[nH]c2ccc(Cl)cc2c1-c1ccccc1,-1.6,1430,-3,7,i,25,i,4,i,0.5,4.5,1.3,1.9,nt,nt,-0.02,1570,-0.7%
O=C(CSc1nnc2scc(-c3ccccc3)n12)Nc1ccc2c(c1)OCCO2,nt,nt,73*,14*,i,46,i,-6,i,1.3,3.2,1.7,9.2,10,741,-0.09,1281,-0.7%

# 3 entries out of the list above, ordered by the value under WT yeast gro inh mutant strain, descending:
SMILES | WT yeast gro inh mutant strain | T cell modulator | T cell modulator vesicle-bound % | Myeloid diff 2 GFP+ MAC1+ % | MT stabilize HCS Hoechst-high % | West Nile antiviral
O=C(N/N=C/C(Br)=C/c1ccccc1)c1n[nH]c2c1CCC2 | 50 | i | 18 | nt | 53 | -1.2%
O=C(OCc1nnc(-c2ccccc2)o1)c1ccc2c(c1)OCO2 | -11 | i | 17 | 1.0 | 3.0 | 1.1%
CC(=O)N(CC(=O)O)c1ccccc1 | -26 | i | 21 | 0.7 | 2.5 | 0.1%

# Continued:
SMILES,bCat nuc transl,bCat nuc transl cell count 5 µM,WT yeast gro inh,WT yeast gro inh mutant strain,T cell modulator,T cell modulator vesicle-bound %,Autophagy mod,Autophagy mod cell loss 18 h,Myeloid diff 2,Myeloid diff 2 GFP+ MAC1+ %,MT stabilize HCS,MT stabilize HCS Hoechst-high %,MT stabilize HCS cytotoxicity %,Lipid droplet,Lipid droplet cells 6.5 µM,Insulin prom up,Insulin prom up cell count,West Nile antiviral
O=C(CSc1nnc(-c2ccccn2)n1-c1ccccc1)Nc1ccc2c(c1)OCO2,-1.8,1220,32,2,i,30,i,-6,i,1.0,1.7,1.6,3.4,9,753,0,1220,-0.2%
O=C(CN(c1ccccc1)S(=O)(=O)c1ccccc1)Nc1ccccc1C(=O)NCc1ccco1,-0.4,1048,12,-20,i,44,i,3,i,0.8,2.9,3.3,2.2,-3,610,-0.98,1501,-1.5%
O=C(CSc1ccsc1[N+](=O)[O-])NC1CCCC1,-1.6,1062,-16,-6,i,49,i,1,i,0.2,3.7,2.5,4.5,-12,804,-0.07,1124,-0.4%
COc1ccc(C(=O)NCCOc2cccc(OC)c2)cc1,1.9,1540,-6,11,i,56,i,20,i,0.1,6.7,3.0,5.4,-2,707,-1,1454,0.0%
CCc1cccc2c(C(=O)COC(=O)c3ccc(O)cc3)c[nH]c12,3.8,975,-6,-9,i,53,i,-9,i,0.4,5.2,2.7,5.3,-12,639,nt,nt,-1.2%

# Screening data as filed in PubChem.
